TNAP inh hi DEA = blocks human TNAP under high phosphate acceptor concentration. P05186. 200,000 compounds, 0.03% hits. purified TNAP, CDP-star luminescence, 1 M DEA. inhibition, % at 20 µM;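 active means over 50% inhibition of tissue-nonspecific alkaline phosphatase at 20 µM in the single-dose screen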;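 further: plate controls were DMSO wells for no effect and EDTA-quenched wells as full inhibition for full effect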
Target sequence (P05186 whole entry, looked up): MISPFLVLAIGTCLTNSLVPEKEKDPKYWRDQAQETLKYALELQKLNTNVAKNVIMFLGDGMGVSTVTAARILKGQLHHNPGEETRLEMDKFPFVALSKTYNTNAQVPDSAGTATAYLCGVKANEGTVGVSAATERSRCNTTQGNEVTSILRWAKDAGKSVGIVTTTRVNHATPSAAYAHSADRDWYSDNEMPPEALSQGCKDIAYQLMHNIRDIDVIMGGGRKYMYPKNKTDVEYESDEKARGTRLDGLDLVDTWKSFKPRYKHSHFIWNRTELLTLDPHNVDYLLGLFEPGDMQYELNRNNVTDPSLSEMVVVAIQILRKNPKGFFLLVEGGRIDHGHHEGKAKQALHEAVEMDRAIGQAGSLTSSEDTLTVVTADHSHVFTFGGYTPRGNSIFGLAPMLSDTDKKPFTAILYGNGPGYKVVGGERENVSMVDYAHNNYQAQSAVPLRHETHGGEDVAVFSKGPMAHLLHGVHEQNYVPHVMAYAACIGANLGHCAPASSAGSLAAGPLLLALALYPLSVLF
bIAP inhibitor = blocks bovine intestinal alkaline phosphatase activity | purified bovine IAP, CDP-star luminescence, 30 min | inhibition, % at 20 µM | 190,000 tested, under 10 active | AID 1019;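 active means over 50% inhibition of intestinal alkaline phosphatase at 20 µM in the single-dose screen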
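test system = bovine IAP enzyme | medium = DEA buffer 100 mM, pH 9.8, with MgCl2 1.0 mM, ZnCl2 0.02 mM | detection = luminescence | dosing = single compound dose of 20 µM, 2% DMSO final | incubation = 30 min reaction at room temperature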
APP 5UTR inh = APP translation inhibition. SH-SY5Y APP 5'UTR-luciferase reporter, luminescence. inhibition, % at 2 µM. 190,000 compounds, 0.82% hits. AID 1285;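 active means inhibition above a set limit, derived from the sample mean plus 3 SD, cut at about 45% in these data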; further: values of inactives mirror those of a sister screen read the other way
bIAP activator = increases bovine intestinal alkaline phosphatase activity. activation factor at 20 µM. purified bovine IAP, CDP-star luminescence, 30 min; hits give high values; fold of DMSO-control signal, blank-subtracted. AID 1016. 200,000 compounds, 0.17% hits;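 active means activation factor of 2 or more at 20 µM, a signal rise over negative controls twice the positive control's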
FLuc inhib CS = counter-screen for luciferase assay inhibitors: firefly luciferase inhibition. P08659. 200,000 compounds, 1.5% hits. ATPLite firefly luciferase biochemical luminescence, 10 min. inhibition, % at 10 µM;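 active means inhibition above about 50% when tested at 10 µM, limit read from the data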
RAM inhibit = yeast RAM network inhibition. 190,000 compounds, 1.8% hits. S. cerevisiae dse1pr::URA3 reporter, 5-FOA growth OD615, 2 d; analog-sensitive cbk1-as2 kinase mutant strain. AID 868. inhibition, % at 50 µM;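 active means inhibition above a set limit, 3 SD over mean compound inhibition, cut at about 8.4% in these data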;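 further: 0% = DMSO-only wells with no growth and 100% = 10 µM 1-NA-PP1 full growth; inhibition rescues growth on 5-FOA so higher OD means more RAM inhibition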
TNAP inh noacc = TNAP (human) inhibition, acceptor-free conditions; 200,000 compounds, 0.26% hits; AID 1012; P05186; purified TNAP, CDP-star luminescence, 30 min; inhibition, % at 20 µM;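 active means tissue-nonspecific alkaline phosphatase inhibition above about 50% at 20 µM in the single-dose screen, limit read from the data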;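 further: 0% = DMSO negative control and 100% = EDTA positive control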
Lmaj promast = inhibitors of Leishmania major promastigote growth. Leishmania major promastigotes, resazurin fluorescence viability. inhibition, % at 10 µM. 200,000 compounds, 9% hits. AID 1063; in the data active means inhibition above about 50%;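 further: promastigotes grown with compound for 44 hours at 28 °C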
TNAP act hi DEA = TNAP (human) activation, high acceptor; P05186; AID 1136; purified TNAP, CDP-star luminescence, 1 M DEA, 30 min; hits give high values; 0 = EDTA background, 1 = DMSO-only activity; 200,000 tested, under 10 active; activation factor at 20 µM;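 active means activation factor at least 2 at 20 µM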
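Test system – human TNAP · Doses – 20 µM single point · Incubation – 30 min, room temperature · Signal – luminescent substrate turnover signal · Read-out basis – activation factor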
FLuc act counter = firefly luciferase counter-screen for stimulation assays | ATPlite luciferase biochemical, luminescence, 10 min; 0 = ATP-free wells, 1 = DMSO control | P08659 | 200,000 tested, under 10 active | AID 1027 | activation factor at 10 µM;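 active means luciferase activation factor, scaled between plate controls, of at least 2 with compound at 10 µM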
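Assay system – cell-free luciferase reagent · Medium – PBS-based ATP solution · Dosing – test compounds dosed from 2 mM stocks in 100% DMSO · Timing – 10 min, room temperature · Technique – light output (luminescence) · Measure – luminescence gain marking luciferase activators · Controls – No-ATP low control, compound-free enzyme-plus-ATP high control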
Numbers without * were called inactive; / = no result given. The order is random, and some 13% of all compounds hit somewhere here.

The line under a structure holds: FLuc inhib CS	FLuc act counter	TNAP inh noacc	Lmaj promast	RAM inhibit	bIAP activator	bIAP inhibitor	TNAP act hi DEA	TNAP inh hi DEA	APP 5UTR inh
- CC(C)C(NC(=O)c1ccco1)C(=O)NCC(c1ccco1)N(C)C (stereo not given)
 : -8	1.1	-10	-3	1.7	0.9	6	1	-4	3
- O=C(NNc1ccccc1)C(=O)NNS(=O)(=O)c1ccc([N+](=O)[O-])cc1
 : -1	1	-30	89*	1.1	1.2	-23	1	1	1
- O=C1C2CC=CCC2C(=O)N1c1ccc(NCCc2cccc(F)c2)c([N+](=O)[O-])c1 (stereo not given)
 : -4	1	2	61*	2.8	0.8	16	0.9	10	-5
- COC(=O)C(O)(CC(=O)Nc1ccc(Cl)cc1F)C(F)(F)F (stereo not given)
 : -6	1.1	-7	-4	0.3	0.9	7	1	-1	-9
- Cc1ccc(S(=O)(=O)N(C)C)cc1NC(=S)NC12CC3CC(CC(C3)C1)C2
 : -1	1	-26	78*	0.4	0.3	/	1	-4	-2
- CCN(C(=O)CN1CCN(c2ccc(O)cc2)CC1)c1c(N)n(Cc2ccccc2)c(=O)[nH]c1=O
 : -7	1.1	1	-4	0.8	0.9	8	1.1	-8	-2
- CCn1c(-c2cc3c(C(F)(F)F)nn(C)c3s2)n[nH]c1=S
 : -3	1	15	-5	2.1	1	4	1	4	-4
- CCc1ccc(C(=O)c2oc3nc(C)cc(C)c3c2N)cc1
 : 5	0.9	-6	4	1.9	0.9	8	1	-2	5
- O=C(O)CCCNC(=O)/C(=C\c1ccc(Cl)cc1)NC(=O)c1ccccc1Br
 : -1	1	-4	1	2.4	1.1	-9	1	2	-12
- COc1ccccc1NC(=S)NCCc1c[nH]c2ccccc12
 : -2	1	-10	1	2.5	0.8	25	1.1	-6	-4
- Cc1ccc(C(=O)CCC(=O)N2CCN(C(=O)c3ccco3)CC2)cc1
 : -1	1	2	2	1.0	1.1	-11	1.1	-8	-3
- O=C(O)Cc1ccc(NC(=O)Nc2cccc(Cl)c2)cc1
 : 3	1	-11	12	4.2	1.1	-6	1.1	-6	0
- COCCN(Cc1cc2cc3c(cc2nc1Cl)OCO3)C(=O)c1ccc(C)cc1
 : 0	1	-2	25	1.1	1.2	-21	1	-5	11
- Cc1noc(C)c1COC(=O)c1ccc2c(c1)OCCO2
 : -2	1	-11	-12	-0.5	1	5	1	-3	-4
- Cc1cc(F)ccc1NCC(=O)Nc1ccc(Br)cc1C
 : 2	1	-12	-1	-1.4	0.9	10	1	-1	-22
- Cc1cccc(N2CCCC2=Nc2ccc(Br)cc2C#N)c1
 : -5	1	-8	-5	0.0	0.9	13	1	-5	-18
- COc1cc(NC(=S)NCCc2ccccc2)c(OC)cc1NC(=O)CC(C)C
 : -10	1.1	-13	15	5.7	1	-1	1	-3	-1
- O=[N+]([O-])c1ccc(/C=C/c2ccc3cccc([N+](=O)[O-])c3n2)cc1
 : 2	1	-18	51*	6.3	1	-3	1	-4	12
- COc1cc(/C=N\NC(=O)Cn2nnc3ccccc32)cc(OC)c1OC
 : -5	1.1	-13	-5	-0.5	0.9	9	1	-3	10
- Cn1nc(-c2ccc(Cl)cc2)c2cc(C(=O)N3CCOCC3)sc21
 : -5	1	-9	1	5.4	1.1	-6	1.1	-5	-8
- CCCCNc1cc(NC(C)=O)cc2cc(OC)c(OC)cc12
 : -5	1	-10	100*	0.4	1	2	1	-4	-4
- Cn1c(N)c(C(=O)COC(=O)c2cnc(Cl)c(Cl)c2)c(=O)n(C)c1=O
 : -10	1.1	-4	-4	1.6	1.1	-5	1.1	-6	-9
- C/C(=N/NC(=O)C(O)(c1ccccc1)c1ccccc1)c1ccc([N+](=O)[O-])o1
 : -4	1	-6	96*	-1.7	0.8	21	1	0	-12
- COC(=O)c1sccc1N(C)S(C)(=O)=O
 : -5	1	-11	0	1.8	0.9	13	1	-5	4
- CCCn1nc(CC(=O)O)c2ccccc2c1=O
 : -10	1.1	-6	-9	3.9	1	-1	1.1	-7	-30
- O=C(COc1ccc(Br)cc1)N/N=C1/SCC(=O)N1Cc1ccccc1
 : -1	1	-2	-4	0.3	0.9	5	1	3	9
- COc1ccc(CC(=O)N2CCN(c3ccccn3)CC2)cc1OC
 : -2	1	-8	-4	0.5	0.9	8	1	0	-7
- Cc1nc2ccc(NC(=O)c3ccc(Cl)c(S(=O)(=O)N(C)c4ccccc4)c3)cc2s1
 : -5	1.1	-16	100*	4.7	1.4	-38	1	-3	-6
- O=c1cc(CSc2nnc(NC3CCCCC3)s2)nc2sccn12
 : -10	1.1	-1	3	1.6	1	-4	1	-4	-2
- CC(=O)Nc1ccc(S(=O)(=O)N2CCN(Cc3cccc([N+](=O)[O-])c3)CC2)cc1
 : -7	1.1	1	-6	-1.5	1	-1	1	-3	-12

Reformatted: results already given.
molecule	FLuc inhib CS	FLuc act counter	TNAP inh noacc	Lmaj promast	RAM inhibit	bIAP activator	bIAP inhibitor	TNAP act hi DEA	TNAP inh hi DEA	APP 5UTR inh
CCCCNc1cc(NC(C)=O)cc2cc(OC)c(OC)cc12	-5	1	-10	100*	0.4	1	2	1	-4	-4
CCCn1nc(CC(=O)O)c2ccccc2c1=O	-10	1.1	-6	-9	3.9	1	-1	1.1	-7	-30
COc1cc(NC(=S)NCCc2ccccc2)c(OC)cc1NC(=O)CC(C)C	-10	1.1	-13	15	5.7	1	-1	1	-3	-1
COc1ccc(CC(=O)N2CCN(c3ccccn3)CC2)cc1OC	-2	1	-8	-4	0.5	0.9	8	1	0	-7
CCn1c(-c2cc3c(C(F)(F)F)nn(C)c3s2)n[nH]c1=S	-3	1	15	-5	2.1	1	4	1	4	-4

Further structures follow.
The line under a structure holds: FLuc inhib CS	FLuc act counter	TNAP inh noacc	Lmaj promast	RAM inhibit	bIAP activator	bIAP inhibitor	TNAP act hi DEA	TNAP inh hi DEA	APP 5UTR inh
- O=C1c2ccccc2C(=O)N1CN(C(=O)COc1ccccc1)c1ccccc1
 : -2	1	-5	-2	1.3	0.8	18	1	-1	-6
- Cc1c(C(=O)NCc2cccs2)oc2ccc(Br)cc12
 : 0	1	-8	-5	4.6	0.7	26	1	-2	-15
- Cc1ccc(N(CC(=O)Nc2ccc(-c3nc4ccc(C)cc4s3)cc2)S(C)(=O)=O)cc1
 : 17	0.8	-4	-4	2.5	0.9	6	1	-1	-121
- COc1ccccc1N(CC(N)=O)S(=O)(=O)c1ccc(C)cc1
 : -3	1	-12	-10	1.0	0.9	8	1.1	-5	7
- CCCCN(CC)c1nc(-c2ccncc2)nc2ccccc12
 : -1	1	0	8	1.1	1	0	0.9	8	-8
- O=C(CSC1=NC(=O)C(c2ccccc2)C(=O)N1)Nc1ccccc1[N+](=O)[O-] (stereo not given)
 : 3	1	-22	-10	1.0	1.1	-9	1	-3	15
- COc1ccc(OC)c(S(=O)(=O)N2c3ccccc3CC2C)c1 (stereo not given)
 : -3	1	-11	100*	2.9	0.9	10	1	1	-27
- CC(C)(C)OC(=O)N1CCC(C(N)=O)CC1
 : -8	1.1	-7	-8	-0.6	1	1	1	-1	4
- Cc1cc(C)n(-c2ccc(C(=O)Nc3nnc(C)s3)cc2)n1
 : 22	0.8	-21	-10	0.6	1	4	1.1	-5	-8
- Cn1c(SCC(=O)NNC(=O)c2ccc(Br)cc2)nnc1-c1cccnc1
 : 0	1	-43	-8	0.8	1.5	-53	1	3	-14
- CCOC(=O)CCCNC(=O)COC(=O)/C=C/c1ccc2c(c1)OCO2
 : -1	1	-11	-2	0.5	1.1	-5	1	1	16
- O=C1NCCCC1C(=O)NCCNC(=O)C(F)(F)F (stereo not given)
 : -6	1.1	-16	-7	0.0	0.9	6	1.1	-6	-15
- CCOC(=O)c1sc2ncn(/N=C/c3ccc(O)c(OC)c3)c(=O)c2c1C
 : -6	1.1	-7	28	1.0	1.1	-6	1	-1	11
- CCOc1ccc(Nc2c3c(nc4ncnn24)CC(C)CC3)cc1 (stereo not given)
 : -4	1	-17	14	-0.3	1.4	-40	1.1	-10	-8
- COc1ccc(-c2ccc(=O)n(Cc3cccc([N+](=O)[O-])c3)n2)cc1
 : -7	1.1	-10	12	2.4	0.9	6	1	-4	9
- COc1ccc(C2CC(=O)C3=C(C2)Nc2ncnn2C3c2ccccc2C)cc1 (stereo not given)
 : -5	1.1	-14	100*	2.5	0.9	13	1.1	-9	8
- CNC(=O)c1cc2cc(OC)ccc2oc1=N
 : 3	1	-2	-1	-0.1	0.9	7	1	4	5
- COc1ccc2c(c1OC)C(=O)OC2C/C(=N\NC(N)=O)c1ccccc1 (stereo not given)
 : -6	1.1	-15	1	3.7	1	3	1.1	-5	11
- CCO/C(C)=C1\C(=O)Nc2ccccc21
 : -7	1.1	-11	-6	1.4	0.9	6	1	-4	12
- O=C(COc1ccc(Br)cc1CO)Nc1ccc(F)cc1
 : 1	1	-8	1	0.6	0.6	42	1	-2	-4

From PubChem BioAssay
